MT1-MMP act inh – inhibitors of human MT1-MMP activation | HT1080 RFP-PRO-GFP cells, GFP/RFP ratio fluorescence, overnight; percent of plate control window, DMSO zero | GFP/RFP ratio change, % at 20 µM | hit rate 0.061% among 360,000;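 active = GFP/RFP ratio change of at least 30% with cell ATP level not reduced by more than half and red fluorescence within 50% of control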; note: strong numbers were not always called active
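system = RFP-PRO-GFP reporter HT1080 cells | dosing = 20 µM single dose, 1% DMSO | timing = overnight cell settling, then overnight compound exposure, 37 °C, 5% CO2 | read-out basis = GFP/RFP fluorescence ratio | controls = DMSO and RFP-L50D-GFP cell wells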
NRP1-CendR mod – NRP-1/CendR interaction modulation. FAM-RPARPAR peptide binding to NRP-1, fluorescence polarization. inhibition, % at 25 µM. hit rate 0.85% among 360,000;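 active = inhibition or corrected inhibition above about 18%, plus a signal ratio from 0.5 to 1.5, limit read from the data, passing the limit was not always enough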; note: strong numbers were not always called active
Target sequence (O14786 whole entry, looked up): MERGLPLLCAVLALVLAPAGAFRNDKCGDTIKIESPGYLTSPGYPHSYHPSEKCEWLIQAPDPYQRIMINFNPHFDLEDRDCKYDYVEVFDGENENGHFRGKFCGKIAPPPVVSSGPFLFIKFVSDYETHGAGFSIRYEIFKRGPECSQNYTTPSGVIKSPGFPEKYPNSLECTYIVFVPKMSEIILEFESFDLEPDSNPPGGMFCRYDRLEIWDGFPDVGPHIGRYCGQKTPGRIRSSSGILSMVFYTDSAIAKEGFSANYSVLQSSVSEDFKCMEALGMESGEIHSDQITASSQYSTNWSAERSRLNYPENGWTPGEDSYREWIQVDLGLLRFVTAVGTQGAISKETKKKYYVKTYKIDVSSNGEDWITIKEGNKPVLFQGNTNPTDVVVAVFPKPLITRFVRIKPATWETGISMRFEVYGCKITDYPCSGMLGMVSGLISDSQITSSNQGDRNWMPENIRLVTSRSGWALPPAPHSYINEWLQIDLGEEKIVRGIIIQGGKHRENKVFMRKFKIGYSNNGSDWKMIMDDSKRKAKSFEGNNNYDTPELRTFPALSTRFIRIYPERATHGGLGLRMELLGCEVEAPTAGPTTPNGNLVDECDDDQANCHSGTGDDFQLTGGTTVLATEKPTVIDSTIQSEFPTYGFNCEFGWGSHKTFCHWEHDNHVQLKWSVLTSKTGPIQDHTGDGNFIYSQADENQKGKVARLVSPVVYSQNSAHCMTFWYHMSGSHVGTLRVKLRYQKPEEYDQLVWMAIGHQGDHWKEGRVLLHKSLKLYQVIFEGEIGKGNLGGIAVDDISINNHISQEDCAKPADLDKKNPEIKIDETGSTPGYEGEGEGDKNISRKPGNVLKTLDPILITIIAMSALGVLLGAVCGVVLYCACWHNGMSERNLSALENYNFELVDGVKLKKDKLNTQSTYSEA
Rin1 Abl inh – blocks binding of human Rin1 to Abl; inhibition, % at 7.35 µM; P00519+Q13671; hit rate 0.4% among 360,000; TR-FRET Rin1/Abl binding, biochemical; in the data active = inhibition above about 5%, passing the limit was not always enough
E coli Lon inh – inhibitors of E. coli Lon protease; P0A9M0; purified E. coli Lon protease, fluorescence polarization; inhibition, % at 7.94 µM; hit rate 0.42% among 360,000; in the data active = inhibition above about 13%, passing the limit was not always enough;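 note: 0% = enzyme with probe and DMSO and 100% = no enzyme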
Neddylation inh – blocks human cullin neddylation | P61081+Q13564 | TR-FRET cullin neddylation, biochemical | calls only at 25 µM | hit rate 0.58% among 360,000; in the data active = inhibition above about 36%
PABP1 MLLE inh – blocks PAM2 peptide binding to the PABP1 MLLE domain | GST-MLLE / FITC-PAM2 fluorescence polarization | inhibition, % at 20 µM | hit rate 0.36% among 360,000 | AID 588489; in the data active = inhibition above about 35%, passing the limit was not always enough;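 note: plate controls were DMSO wells with GST-MLLE for no effect and wells lacking GST-MLLE protein for full effect; some results filed as inactive read as strong as hits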
SKN-1 block – C. elegans SKN-1 inhibition. C. elegans VP596 Pgst-4::GFP/RFP ratio, acrylamide-induced, 24 h. inhibition, % at 21.8 µM. hit rate 0.49% among 360,000. AID 624304;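 active = interference check ratio from 0.5 to 1.5 plus GFP to RFP signal ratio inhibition reaching or exceeding a fixed threshold, cut at about 30% in these data, passing the limit was not always enough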; note: some compounds called inactive have numbers as strong as hits
bovine MsrA act – activators of bovine methionine sulfoxide reductase A; purified bovine MsrA, absorbance read-out; hit rate 0.3% among 360,000; activation, % at 10.6 µM; in the data active = activation above about 7.5%;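 note: 0% = vehicle and 100% = reference activator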
FAS-TE inh – inhibitors of human fatty acid synthase thioesterase domain. recombinant FAS-TE, OMFH fluorogenic substrate, fluorescence endpoint. inhibition, % at 15 µM. hit rate 0.67% among 360,000;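 active = compounds whose normalised, plate-corrected inhibition of enzyme fluorescence in the single-dose primary screen is 50% or more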;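 note: 0% = DMSO with enzyme and 100% = substrate without enzyme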
* marks the source's active call; other numbers are inactive results; i = inactive; / = no result given.

Fields: E coli Lon inh, bovine MsrA act, PABP1 MLLE inh, FAS-TE inh, MT1-MMP act inh, Neddylation inh, NRP1-CendR mod, Rin1 Abl inh, SKN-1 block
Cc1cc2oc(C(=O)Nc3nonc3C)c(C)c2cc1Cl
 : -17, -2, 4, 0, 6, i, 6, 1, 14
CC(NC(=O)c1ccc(Br)cc1Br)c1ccccc1 (configuration not stated)
 : -3, -4, -2, 16, 2, i, -5, 1, -5
CCN(CC)S(=O)(=O)c1ccc2nc(COC(=O)c3n[nH]c4ccccc34)[nH]c2c1
 : 0, -8, 0, -20, 5, i, 2, -4, -4
O=C(CCc1c[nH]c2ccccc12)N1CCN(S(=O)(=O)c2ccc(F)cc2)CC1
 : -6, -2, -2, 2, -2, i, 3, 0, -6
COc1ccc(CSc2nnnn2-c2ccc(C(=O)O)cc2)cc1
 : -3, -3, -8, -3, -6, i, 4, 0, 14
Cc1ccc2cc(C#N)c(SCC(=O)N3CCCC3)nc2c1
 : -1, -5, -8, 19, 3, i, 2, -4, -8
C/C(=N\NC(=O)CN1CCN(S(=O)(=O)c2ccc(C)cc2)CC1)c1cccnc1
 : -6, 0, 8, -7, -1, i, -11, -1, -2
C=CCNC(=O)Nc1cc(Cl)ccc1OC
 : 0, -3, 6, -3, 2, i, -9, -1, 9
O=C(NCCC1CCCCN1S(=O)(=O)c1ccc(Cl)cc1)C(=O)NCCN1CCOCC1 (configuration not stated)
 : 0, 0, 8, -2, -2, i, 17, 1, -10
O=C(NC1CC1)C1CCCN1S(=O)(=O)c1ccc2ccccc2c1 (configuration not stated)
 : -8, -1, 5, -5, 7, i, 2, 3, 5
Cc1ccc2c(c1)N(CC(=O)N1CCCCCC1)C(=O)C(C)O2 (configuration not stated)
 : -4, -3, -7, -5, -3, i, 12, 2, 0
COc1ccc(S(=O)(=O)N2CCCCC2)cc1NC(=O)c1ccc2c(c1)OCO2
 : -4, -2, 9, 1, 5, i, 3, -1, 0
Cc1cccc(C(=O)NCCC(=O)Nc2nc(C)c(Cc3ccc4c(c3)OCO4)s2)c1
 : 4, -11, -9, 4, 6, i, -3, 4, 6
O=C(NCc1cccc(C(F)(F)F)c1)c1cc(Cl)cc(Cl)c1
 : -1, -3, -3, 30, -3, i, -2, 0, 5
CC(=O)Nc1ccc(C(=O)NC(C)c2ccc(-n3ccnc3)cc2)cc1 (configuration not stated)
 : 1, -3, 17, -6, -2, i, 4, -5, -12
O=C(COc1ccccc1F)NNC(=O)Cc1ccc(S(=O)(=O)N2CCOCC2)s1
 : -13, -1, -1, -4, -4, i, 7, 0, 4
Cc1cccc(N2CCN(C(=O)CCn3c(=S)[nH]c4cc5c(cc4c3=O)OCO5)CC2C)c1 (configuration not stated)
 : -3, -2, -48, 14, -5, i, 10, -6, 29
COc1cccc(CNC(=O)COC(=O)c2cc([N+](=O)[O-])ccc2N2CCCC2)c1
 : -4, -1, -6, 81*, 1, i, -11, -2, 0
Cc1ccn2c(CNCCn3nc(C)cc3C)c(C(=O)N3CCCCCC3)nc2c1
 : -3, -2, -2, -2, -2, i, 10, 4, -5
O=C(CSc1nnc(C23CC4CC(CC(C4)C2)C3)o1)Nc1ccc(N2CCOCC2)c(Cl)c1
 : 1, -1, -1, 16, -2, i, 2, -1, 19
O=C(Nc1cccc(Cl)c1)N1CCc2ccccc2C1
 : 8, -5, 1, 18, 2, i, -8, 0, -5
CCOc1ccccc1CN1[C@@H](c2ccc(OC)cc2)CC(C(=O)OC)(C(=O)OC)[C@H]1c1ccccc1
 : /, /, /, /, -5, i, 4, /, 8
CS(=O)(=O)c1cccc(C(=O)Oc2ccccc2)c1
 : -6, -7, -3, -1, -4, i, 2, 2, -20
COc1ccccc1CNc1nc(Nc2ccc(C)cc2C)c2sccc2n1
 : -3, 4, 14, 14, 2, i, 3, 2, 17
O=C(O)CCC(=O)N1CCc2cc(S(=O)(=O)NC3CCCc4ccccc43)ccc21 (configuration not stated)
 : 7, -4, -7, -5, -4, i, 9, 0, 0
O=C(Nc1ccc(N2CCCCC2)c(S(=O)(=O)Nc2ccccc2Cl)c1)c1cccnc1
 : 4, 1, 14, 23, 1, i, 6, -2, 15
CC1CC(Nc2ccccc2)=NC1(C)C (configuration not stated)
 : -11, 1, -5, -2, 8, i, 3, -2, -4
CCN1CCc2c(C#N)c(N3CCCCC3)nc(NCc3ccccc3)c2C1
 : 8, 0, 4, 12, -11, /, 6, -2, 13
CCCN(CCC)S(=O)(=O)c1ccc(N2CCCC2=O)c([N+](=O)[O-])c1
 : 6, -1, 7, 0, -2, i, -2, 2, -1
Cc1ccc(S(=O)(=O)NC(=NC2CCCCC2)c2ccccc2)cc1
 : -1, -6, 4, 1, -1, i, 12, 3, 11
O=C1CCCC(=O)N1CCCCCCN1C(=O)CCCC1=O
 : -9, 0, 4, -4, 5, i, -3, 2, 5
COC(=O)c1ccc(NC(=O)c2ccc3c(c2)OCO3)cc1
 : -6, -4, -3, -7, 13, i, 2, -2, 2
COc1ccc([C@H]2N[C@]3(CCCN(Cc4ccc(C)cc4)C3=O)[C@H]3C(=O)N(Cc4ccccc4)C(=O)[C@@H]23)cc1
 : 11, -2, -7, 11, -2, i, 6, -1, 0
COc1ccc(NC(=O)CC2SC(=NCC3CCCO3)NC2=O)cc1 (configuration not stated)
 : 7, -3, -13, -8, -3, i, -1, 1, 6
CC(C(=O)N1c2ccccc2CCc2ccccc21)n1nnc(-c2ccc(N(C)C)cc2)n1 (configuration not stated)
 : -10, -4, 14, 17, 2, i, 13, -2, 9
Cc1ccc(NC(=O)CCC(=O)c2ccc(Br)cc2)cc1
 : -2, -6, 2, 1, -2, i, 3, 4, 4
Cc1ccc(-n2c(SCC(N)=O)nnc2-c2ccccn2)cc1C
 : -4, -4, -6, -12, 2, i, 13, 3, 7
Cc1ccc(NC(=S)N2CCC(c3nc4ccccc4s3)CC2)cc1C
 : 3, -5, -96, 24, 2, i, 3, 1, 18
O=S(=O)(c1ccccc1)N1CCN(S(=O)(=O)N2CCCCC2)CC1
 : 2, -1, 4, -5, -3, i, -13, -3, 12
CN(C)C(CNC(=O)c1ccc(NS(=O)(=O)c2ccc(F)cc2)cc1)c1ccco1 (configuration not stated)
 : -10, -4, -6, -10, 4, i, 5, -1, 5
O=C1CCCN1CCCNS(=O)(=O)c1ccc(F)c(F)c1
 : 11, -2, -4, -5, -4, i, 4, 1, -13
CCc1nc(SCC(N)=O)c2c(=O)n(C)c(=O)n(C)c2n1
 : -8, 0, -7, -4, 4, i, 3, -1, 2
Clc1ccc(-c2ccc(C=Nc3ccc(N4CCOCC4)cc3)o2)c(Cl)c1
 : 1, 0, -9, 6, -2, i, 14, -6, 18
COc1cc(OC)cc(C(=O)NCC(=O)NCCN2C(=O)S/C(=C\c3ccc4c(c3)OCO4)C2=O)c1
 : -4, -7, 8, 3, -4, i, -4, 1, 3
COCC1CCN(C(=O)c2cc(COc3ccc(F)cc3Cl)on2)C1 (configuration not stated)
 : -8, 0, 15, 1, -1, i, -11, 4, 18
CCCCOc1ccc(CONS(=O)(=O)c2ccc(NC(C)=O)cc2)cc1Cl
 : 3, -10, 4, 31, 5, i, 4, 1, -3
Cc1ccc(S(=O)(=O)Nc2ccc(C(=O)NC3CC3)cc2)cc1
 : -7, -2, -6, -3, 0, i, 21, -1, 5
CC(=O)c1cccc(Nc2cc(C)nc3ccc(C)cc23)c1
 : -7, -2, -10, -4, 12, i, -5, -7, 3
CC(Oc1ccc(Cl)cc1C(N)=O)C(=O)N1CCc2ccccc21 (configuration not stated)
 : 0, 0, -11, 2, -2, i, 1, 0, 16
CCOC(=O)C1(Cc2cccc(F)c2)CCN(C(=O)c2ccoc2C)CC1
 : 2, -2, 1, -1, -3, i, -10, -1, 1
COc1ccc(NCc2ccc3c(c2)OCO3)cc1Cl
 : -6, -3, 14, 4, -2, i, -2, -2, 8
Cc1cc(C)cc(Oc2coc3c(CN(C)C)c(O)ccc3c2=O)c1
 : -7, -3, -9, -3, -3, /, -13, -3, -7
CC(=O)c1c(C(C)=O)c(C)n(C(c2ccccc2)c2ccccc2)c1C
 : 4, 1, 4, 14, -5, i, 7, -2, 1
CCOC(=O)[C@]12CCC=C1N(Cc1ccco1)C(=O)[C@H](CC(=O)N1CCN(C(=O)C3CC3)CC1)C2
 : 3, -2, /, -8, 7, i, -6, /, 11
Cc1ccc2c(c1)CCCN2C(=O)c1ccoc1C
 : 2, -1, 6, -3, -7, i, 1, -2, 8
CCc1nc2c(OCc3ccccc3OC)cccn2c1N(C)C(=O)C(C)C
 : -10, -2, -15, 1, 3, i, -1, 2, 12
N#Cc1c(NC(=O)COC(=O)c2nccnc2N)sc2c1CCCC2
 : -11, -1, -4, -3, 2, i, 3, 3, 9
CCOC(=O)/C(C(=Nc1ccccc1)Nc1ccccc1)=C(\C)O
 : -4, -3, 0, 5, -3, i, 5, -1, -3
O=C(COC(=O)c1cnccn1)NC1CCCc2ccccc21 (configuration not stated)
 : -9, -2, -3, -7, 0, i, 1, -1, -1
COc1ccc(N(C(=O)c2snc(C(N)=O)c2N)C(C(=O)NC2CCCC2)c2ccco2)cc1 (configuration not stated)
 : 4, -2, 10, 8, -1, i, 7, -1, -6

Further compounds:
Fields: E coli Lon inh, bovine MsrA act, PABP1 MLLE inh, FAS-TE inh, MT1-MMP act inh, Neddylation inh, NRP1-CendR mod, Rin1 Abl inh, SKN-1 block
CN(C(=O)CSc1nc2sc3c(c2c(=O)n1C)CCC3)C1CCS(=O)(=O)C1 (configuration not stated)
 : 3, -2, -22, -2, -3, i, 7, -1, 9
COc1ccc(NC(=O)CS(=O)c2ccccc2Cl)cc1 (configuration not stated)
 : -4, -4, 4, -7, -1, i, 12, -4, 7
Cc1cc(NC(=O)CSc2nc3c(c(=O)n2-c2ccc(Cl)cc2)SCC3)no1
 : 3, -1, 15, 1, 28, i, -12, 1, 1
CC(C)Sc1nc2c(cnn2-c2ccc(F)cc2)c(=O)[nH]1
 : -9, -3, -5, -1, -1, i, -9, 3, -7
COc1ccc(C(=O)NC(=S)Nc2ccc(N3CCN(C(C)=O)CC3)cc2)cc1[N+](=O)[O-]
 : -5, -2, 20, 6, 3, i, 5, 1, 7
Cc1nn(CC(=O)Nc2ccc(C#N)cc2)c(C)c1[N+](=O)[O-]
 : -15, -1, -19, 2, -3, i, 2, -4, 3
N#CCSC1=Nc2ccccc2C2=NC(CCC(=O)N3CCN(c4ccccc4)CC3)C(=O)N12 (configuration not stated)
 : -6, -6, 34, -4, -4, i, 0, -2, -4
Cc1ccc(N2CC(C(=O)Oc3cccc(N4C(=O)CCC4=O)c3)CC2=O)cc1 (configuration not stated)
 : 3, -1, -1, -3, -3, i, -3, -1, -25
Cc1ccc(C(=O)NCCNS(=O)(=O)c2ccccc2)cc1
 : -11, -7, 12, -4, -1, i, -8, 3, -9
COc1cccc(N(CC(=O)NC2CCCC2)C(=O)Cn2nnc(-c3ccc(C)cc3)n2)c1
 : 7, -2, -19, 21, 2, i, 14, -2, -13
O=C(O)c1cc([N+](=O)[O-])cc([N+](=O)[O-])c1N1CCN(c2cccc(C(F)(F)F)c2)CC1
 : -3, 0, -4, 1, 5, i, 17, 1, 13
Nc1n[nH]c(N)c1N=Nc1ccccc1F
 : -5, -4, 12, -12, 7, i, -4, 3, -2
COc1ccc2[nH]c3c(c2c1)CCN1C(=O)C(CC(=O)NCCN2CCOCC2)C[C@H](C(=O)N2CCOCC2)[C@@]31C (some centres not stated)
 : 11, -5, 16, -11, 3, i, 0, 0, -6
COc1cccc(Oc2nc(-c3ccccc3O)nc3ccccc23)c1
 : 1, -2, -1, 22, -2, i, 14, -2, -6
CC(=O)c1ccc(OCCCC(=O)N2CCN(S(=O)(=O)c3cc(C)ccc3C)CC2)cc1
 : 3, -3, 0, 11, -1, i, 14, 1, 5

Source: PubChem (several laboratories)
